# Assay outcomes from PubChem.
# Ins promoter up: MIN6 insulin promoter up-regulation; MIN6 insulin promoter-GFP reporter, high-content imaging; stronger effect = higher value; z-score at 5 µM; 0.3% of 190,000 active; AID 1625;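 active means z-score above 3 at 5 µM with at least 500 cells counted in the well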
# Myeloid diff 2: promotes myeloid progenitor differentiation; AID 624256; 1% of 360,000 active; calls only at 10 µM; ER-HoxA9 myeloid progenitors, lysozyme-GFP differentiation, flow cytometry;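 active means normalized GFP-positive differentiation at or above the plate's own cutoff, the solvent-only control mean plus 3 SD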;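 further: cells exposed to compound for four days before flow analysis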
# Lipid droplet: hepatic lipid droplet formation modulation | AML12 mouse hepatocytes, oleate lipid droplets, BODIPY imaging | 0.4% of 240,000 active | inhibition, % at 6.5 µM | AID 1656;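 active means lipid droplet intensity inhibited by at least 50%, with more than 500 cells counted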
#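 Material: mouse AML12 hepatocyte cell line, fixed after treatment; Timing: compound with oleate, overnight; Technique: high-content imaging of BODIPY-stained droplets and DAPI nuclei; Probe or stimulus: oleate, 100 µM final; Dosing: compound at 6.5 µM only.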
# T cell HTS: T cell immune modulators affecting CD8 T cell-vesicle binding | 2C CD8+ T cell-vesicle binding, flow cytometry; stronger effect = lower value | calls only at 7 µM | 0.068% of 330,000 active;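 active means response, share of CD8 T cells binding vesicles, and their 90th percentile fluorescence all below set limits, cut at about 80% in these data, passing the limit was not always enough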
#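 System: murine 2C transgenic CD8+ T lymphocytes; also added: QL9-loaded Drosophila micro-vesicles; times: binding 1.5 h at 37 °C; measured by: flow cytometry, PE anti-B7-1 (FL2) versus Alexa647 anti-CD8 (FL8), PFA-fixed; control set: Peptide-free naked vesicles (low) and QL9 vesicles with 0.7% DMSO vehicle (high)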
# WT yeast gro inh: growth inhibition of WT yeast, mitochondrial fusion screen. mitochondrial fusion phenotypic screen, WT strain. inhibition, % at 10 µM. 2.1% of 190,000 active. AID 1362; in the data active means inhibition above about 58%; tested in S. cerevisiae
# MT stabilizer: microtubule stabilizers in HeLa cells | HeLa tubulin immunostaining HCS, 24 h; share of cells brighter than vehicle mean+2SD | % tubulin-high responders, % at 10 µM | 0.83% of 200,000 active | AID 2205;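 active means plate Z-score above 3 for both tubulin-high and condensed-nucleus cell shares, with cell loss under 80%, at 10 µM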;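 further: anti alpha tubulin signal scored within the nucleus-defined area of each cell; some results filed as inactive read as strong as hits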
# Autophagy mod: autophagy modulation, high-content screen; calls only at 10 µM (by protocol); 0.98% of 190,000 active; MEF GFP-LC3 puncta imaging; test concentration mostly 10 µM;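 active means percentage of spot-positive cells more than 3 SD above its plate mean, without a fluorescence outlier flag or 80% toxicity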;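 further: spot-positive cell cutoff set from DMSO-treated cells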
# bCat nuc transl: alters nuclear translocation of beta-catenin in HeLa cells. immunofluorescence imaging. nuclear translocation activity, % at 5 µM. 0.3% of 190,000 active. AID 1665;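 active means nuclear translocation activity above 50% at 5 µM, with a well cell count of 50 or more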;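 further: per-cell ratio of nuclear to cytoplasmic median beta-catenin stain intensity; plate controls were DMSO negative control for no effect and GSK-3 inhibitor IX positive control for full effect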
#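 Read-out: Nuclear/cytoplasmic beta-catenin signal ratio, % activation | Assay system: Human HeLa cell line | Times: 24 h compound exposure at 37°C, 5% CO2 | Signal: Fluorescence imaging of beta-catenin antibody stain plus DAPI | Dosing: 5 µM primary, 0.02–20 µM confirmation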
# West Nile virus CPE: inhibition of WNV-induced cytopathic effect – cell-based, CPE readout (AID 1621) | West Nile virus-infected cells, CPE inhibition; higher % means a stronger effect | CPE inhibition, % at 10 µM, or IC50 in µM where a hit was titrated | 0.02% of 290,000 active; in the data active means a potency from the dose series; further: strong numbers were not always called active
# WT yeast gro inh mutant strain: recorded beside WT yeast gro inh, whose call it bears; inhibition, %; mitochondrial fusion phenotypic screen, mutant strain inhibition
# Ins promoter up cell count: recorded beside Ins promoter up, whose call it bears; cell count; measured here: cytotoxicity, nuclei count;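 total cells summed across four imaged fields per well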
# Lipid droplet cells 6.5 µM: recorded beside Lipid droplet, whose call it bears; cell count; measured here: cell count, cytotoxicity flag;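 cells counted across two imaged fields per well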
# bCat nuc transl cell count 5 µM: recorded beside bCat nuc transl, whose call it bears; cell count; measured here: cell count, cytotoxicity flag
# T cell HTS vesicle-bound %: also measured in T cell HTS; calls as there; double positive events, %; measured here: CD8+ vesicle-bound cell fraction;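 binding gate set so that unloaded-vesicle control wells show 10% double positive cells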
# MT stabilizer Hoechst-high %: recorded beside MT stabilizer, whose call it bears; % Hoechst-high responders; measured here: nuclear condensation Hoechst responders;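 share of cells brighter than vehicle mean plus two SD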
# MT stabilizer cytotoxicity %: recorded beside MT stabilizer, whose call it bears; toxicity, %; measured here: cytotoxicity by cell density;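 0% = mean cell density of plate MIN control wells and 100% = no cells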
# Autophagy mod cell loss 18 h: second read-out of Autophagy mod, no call of its own (marks repeat the call); toxicity, %; measured here: cell loss, nuclei count;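 cell loss after 18 h compound exposure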
# Myeloid diff 2 GFP+ MAC1+ %: further read-out of Myeloid diff 2, marked with its call; GFP+ MAC1+ double positive, %; measured here: differentiation confirmed by MAC1 staining
# * marks the source's active call; other numbers are inactive results; i = inactive; / = not tested or not shown; + = active, no number.
structure	Ins promoter up	Ins promoter up cell count	Myeloid diff 2	Myeloid diff 2 GFP+ MAC1+ %	Lipid droplet	Lipid droplet cells 6.5 µM	T cell HTS	T cell HTS vesicle-bound %	WT yeast gro inh	WT yeast gro inh mutant strain	MT stabilizer	MT stabilizer Hoechst-high %	MT stabilizer cytotoxicity %	Autophagy mod	Autophagy mod cell loss 18 h	bCat nuc transl	bCat nuc transl cell count 5 µM	West Nile virus CPE
Cc1ccc(CCNC(=O)c2ccc(CS(=O)(=O)c3ccccc3C)o2)cc1	/	/	i	2.5	-1	764	i	13	/	/	/	/	/	/	/	/	/	-0.3%
CC1CC(C)CN(S(=O)(=O)c2ccc(C(=O)N3CCN(c4ccccc4)CC3)cc2)C1 (stereo not drawn)	-1.3	964	i	2.1	/	/	i	51	20	3	2.2	1.7	10	i	-51	-2.6	805	-0.3%
COc1ccc(NC(=O)C(=O)N/N=C(\C)CC(=O)Nc2ccccn2)c(OC)c1	-0.09	1112	i	0.7	2	749	i	41	/	/	/	/	/	/	/	-0.7	1312	1.0%
CCCOc1ccc(C2=NNC(=O)CC2)cc1	-0.32	1506	i	0.1	12	697	i	47	16	5	12	3.4	19	i	7	8.2	613	-0.5%
C=CCn1c(CCNC(=O)c2cccs2)nnc1SCC(=O)c1ccc(Br)cc1	-0.87	853	i	2.2	0	716	i	44	0	-4	2.1	1.6	8.4	i	-2	/	/	-0.2%
O=C(c1cccc(Cl)c1)N1CCN(Cc2ccccc2)CC1	/	/	i	0.3	8	866	i	60	/	/	/	/	/	/	/	/	/	-0.8%
CCOC(=O)c1c(NC(=O)c2ccccc2C(=O)O)sc2c1CCCC2	/	/	i	0.6	0	831	i	64	/	/	/	/	/	/	/	/	/	1.0%
Clc1ccc(-c2nnc(-c3ccco3)nc2N2CCCCC2)cc1	0.24	1474	i	0.2	-16	653	i	25	66*	61*	2.3	3.4	6.8	i	15	/	/	-1.8%
COc1cccc(CNC(=O)c2ccc3c(c2)S(=O)(=O)N=C2CCCCCN23)c1	/	/	i	1.7	-8	727	i	10	/	/	/	/	/	/	/	/	/	-0.9%
NC(=O)c1ccc(NC(=O)C2CC2)cc1	/	/	i	0.8	4	756	i	56	5	0	1.6	1.8	9.3	i	5	0.3	1074	0.0%
CC1CCN(C(=O)c2ccc(S(=O)(=O)Cc3cccc(F)c3)c([N+](=O)[O-])c2)CC1	/	/	i	0.0	-6	734	i	13	-4	1	4.2	3.5	5.5	i	9	2.0	1145	0.0%
COC(=O)CN(Cc1ccco1)S(=O)(=O)c1ccccc1	-0.61	1903	i	4.0	-1	701	i	7	-14	1	3.0	2.5	8.9	i	-3	-0.5	1118	0.0%
Cc1c(Cc2ccccc2)c(=O)oc2c(CN(C)C)c(O)c(Cl)cc12	0.48	1027	i	0.5	-15	693	i	12	7	4	2.5	1.9	8.6	i	11	0.0	1146	0.4%
COc1cccc(COCC(O)Cn2cnc3cc(C)c(C)cc32)c1 (stereo not drawn)	-0.55	1218	i	0.9	-6	755	i	46	7	1	1.9	2.3	1.1	i	-2	2.0	1012	0.3%
O=C(O)CS(=O)(=O)CC(=O)NCc1cccc(C(F)(F)F)c1	-0.09	1351	i	0.2	-1	690	i	47	-3	-1	1.8	0.9	5.2	i	16	1.6	1546	0.4%
CC(=O)N1N=C(c2ccncc2)OC12CCCCCC2	/	/	i	4.7	21	700	i	7	-20	9	2.3	1.8	0.4	i	0	0.3	1085	2.9%
Cc1cccc(NC(=O)Cn2cnc(S(=O)(=O)N3CCCC3)c2)c1C	/	/	i	1.8	14	751	i	45	/	/	/	/	/	/	/	/	/	0.5%
COc1ccccc1-c1ccc(SCc2ccc(F)cc2)nn1	0.22	1599	+	3.0*	-16	670	i	34	30	2	2.2	1.8	12	i	-7	-0.3	996	-1.0%
C/C(=N/NC(=O)CNC(=O)C1COc2ccccc2O1)c1ccc2c(c1)OCCO2 (stereo not drawn)	0.13	1266	i	0.4	-4	717	i	46	14	3	4.9	1.5	3.2	i	-6	-0.7	1109	0.6%
CCOc1ccc(S(=O)(=O)NCCSc2ccccc2)cc1	-0.41	890	i	0.9	-13	740	i	19	32	22	2.3	1.1	19	i	10	/	/	0.0%
CCNC(=S)NNC(=O)c1cc(CC(C)C)nc2ccccc12	-0.5	1652	i	7.8	/	/	/	/	-2	5	3.1	2.1	6.6	i	19	-1.2	1329	-0.2%
Cc1cc(NC(=O)CSc2nc3c(sc4ccccc43)c(=O)n2CCc2ccccc2)n[nH]1	-0.55	701	i	0.7	26	804	i	22	0	7	1.9	1.4	9.7	i	-9	/	/	-0.3%
Cc1ccc(N(CC(=O)NCCSc2ccccn2)S(C)(=O)=O)cc1	/	/	i	0.2	-4	718	i	42	10	1	1.7	1.0	2.3	i	3	0.8	961	0.1%
CCc1noc(C)c1C(=O)OCC(=O)NC(=O)c1ccccc1	/	/	i	0.8	-1	842	i	31	/	/	/	/	/	/	/	/	/	0.0%
N/C(=N\OC(=O)Cc1ccccc1[N+](=O)[O-])c1cccnc1	-0.04	1362	i	0.5	33	658	i	55	-1	5	5.3	2.6	14	i	6	-0.1	1563	-0.1%
CCc1nnc(NS(=O)(=O)c2ccc(N/C=C\C(=O)c3ccc(F)cc3)cc2)s1	0.08	1394	i	0.1	8	611	i	37	-8	1	3.8	1.0	6.9	i	47	0.4	1562	1.2%
Cc1ccc2c(c1)N(CC(=O)N1CCOCC1)C(=O)CO2	/	/	i	4.5	-5	801	i	44	/	/	/	/	/	/	/	/	/	-0.2%
CCOc1ccccc1NC(=O)C(CC(C)C)NC(=O)C1CCC(C)CC1 (stereo not drawn)	-0.04	899	i	0.7	-10	767	i	32	7	2	2.5	1.1	7.9	i	-4	/	/	-0.1%
CC(C)Cn1cc(C(=O)NCCCN2CCCC2=O)c2c3ccccc3n(C)c2c1=O	-0.71	1309	i	0.8	17	758	i	19	6	1	4.1	1.4	6.7	i	23	-1.2	1067	0.3%
CCOc1cccc2cc(C(=O)NCc3ccc(Cl)cc3)c(=N)oc12	/	/	i	1.4	3	881	i	56	/	/	/	/	/	/	/	/	/	-0.2%

# Structures from the list above containing fluorine:
structure	Ins promoter up	Ins promoter up cell count	Myeloid diff 2	Myeloid diff 2 GFP+ MAC1+ %	Lipid droplet	Lipid droplet cells 6.5 µM	T cell HTS	T cell HTS vesicle-bound %	WT yeast gro inh	WT yeast gro inh mutant strain	MT stabilizer	MT stabilizer Hoechst-high %	MT stabilizer cytotoxicity %	Autophagy mod	Autophagy mod cell loss 18 h	bCat nuc transl	bCat nuc transl cell count 5 µM	West Nile virus CPE
CC1CCN(C(=O)c2ccc(S(=O)(=O)Cc3cccc(F)c3)c([N+](=O)[O-])c2)CC1	/	/	i	0.0	-6	734	i	13	-4	1	4.2	3.5	5.5	i	9	2.0	1145	0.0%
O=C(O)CS(=O)(=O)CC(=O)NCc1cccc(C(F)(F)F)c1	-0.09	1351	i	0.2	-1	690	i	47	-3	-1	1.8	0.9	5.2	i	16	1.6	1546	0.4%
COc1ccccc1-c1ccc(SCc2ccc(F)cc2)nn1	0.22	1599	+	3.0*	-16	670	i	34	30	2	2.2	1.8	12	i	-7	-0.3	996	-1.0%
CCc1nnc(NS(=O)(=O)c2ccc(N/C=C\C(=O)c3ccc(F)cc3)cc2)s1	0.08	1394	i	0.1	8	611	i	37	-8	1	3.8	1.0	6.9	i	47	0.4	1562	1.2%

# Next section:
structure	Ins promoter up	Ins promoter up cell count	Myeloid diff 2	Myeloid diff 2 GFP+ MAC1+ %	Lipid droplet	Lipid droplet cells 6.5 µM	T cell HTS	T cell HTS vesicle-bound %	WT yeast gro inh	WT yeast gro inh mutant strain	MT stabilizer	MT stabilizer Hoechst-high %	MT stabilizer cytotoxicity %	Autophagy mod	Autophagy mod cell loss 18 h	bCat nuc transl	bCat nuc transl cell count 5 µM	West Nile virus CPE
O=C(O)c1ccc(NCc2cccc(Br)c2)cc1	0.61	1293	i	0.5	4	705	i	38	-16	13	1.4	2.8	1.8	i	10	/	/	1.9%
COc1cc(/C=N/NC(=O)c2cc(-c3ccccc3OC(C)C)nc3ccccc23)ccc1O	-0.14	1101	i	0.7	-5	734	i	43	9	-29	1.2	2.0	9.4	i	3	-3.5	501	-1.1%
Cc1cccc(C(=O)N2CCCC(N3CCN(c4ccccc4)CC3)C2)n1 (stereo not drawn)	/	/	i	5.6	-5	703	i	17	/	/	/	/	/	/	/	/	/	0.0%
CCn1c(C)nc2cc(-c3nc4n(n3)Cc3ccccc3-4)ccc21	-0.45	1383	i	0.6	/	/	i	50	-1	6	2.5	3.2	8.6	i	-9	-1.3	810	-0.3%
CCOC(=O)Nc1ccc([N+](=O)[O-])cc1OC	/	/	i	0.6	/	/	i	20	/	/	3.8	1.3	9.1	i	10	/	/	0.3%
C=CCN(Cc1nc(-c2ccccc2)no1)C(=O)c1ccco1	/	/	i	0.4	-4	868	i	18	/	/	/	/	/	/	/	/	/	-0.2%
c1ccc(NC(c2ccccc2)c2ccncc2)cc1 (stereo not drawn)	/	/	i	0.2	-4	797	i	46	/	/	/	/	/	/	/	/	/	-0.5%
O=C(O)COc1ccc(Br)cc1/C=C1/SC(=O)N(CC(=O)N2CCCC2)C1=O	0.46	683	i	0.0	1	728	i	9	-1	-8	2.1	1.6	9.8	i	-4	-3.0	1058	0.5%
O=C(c1ccco1)N1CCN(Cc2ccc(Br)cc2)CC1	/	/	i	0.6	-1	810	i	13	/	/	/	/	/	/	/	/	/	-1.3%
CCCCn1nc(C(=O)OCC(=O)Nc2sccc2C(N)=O)c2ccccc2c1=O	-0.16	1241	i	0.2	5	693	i	44	5	-2	2.9	2.2	4.2	i	29	1.4	1053	0.2%
CCN(CC)S(=O)(=O)c1cccc(-c2n[nH]c(=S)n2C(C)COC)c1 (stereo not drawn)	0.68	1358	i	0.5	24	674	i	35	4	8	1.0	1.3	3.5	i	17	-0.7	1140	0.1%
